Screening data (PubChem)
tuberculosis growth – growth inhibition of non-replicating M. tuberculosis (AID 488890); Mycobacterium tuberculosis non-replicating, growth inhibition; higher % means a stronger effect; inhibition, % at 25 µM, or IC50 in µM where a hit was titrated; 320,000 tested, 0.39% active; in the data active = a potency from the dose series; inconclusive = inhibition mostly from about 82% at the one dose, without a potency; inactive = the rest, 99 in 100 with inhibition below about 76%;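 note: plate controls were DMSO cells for no effect and high antibiotic wells for full effect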
M. tuberculosis HTS – M. tuberculosis growth inhibition, HTS (AID 449762). M. tuberculosis H37Rv growth inhibition, 7H9 media; higher % means a stronger effect. inhibition, % at 25 µM; hits with a dose series show IC50 in µM. 330,000 tested, 0.59% active; in the data active = a potency from the dose series; inconclusive = inhibition above about 70% without an active follow-up result;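 note: bacterial growth assessed after seven days of incubation; strong numbers were not always called active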
inhibitors of VEEV – inhibitors of VEEV TC-83 cytopathic effect, confirmation, Vero cells (AID 588727); Vero cells, VEEV TC-83 cytopathic effect inhibition; higher % means a stronger effect; inhibition, % at 20 µM; hits with a dose series show IC50 in µM; 350,000 tested, 0.13% active; in the data active = a potency from the dose series; inconclusive = inhibition mostly from about 14% at the one dose, without a potency; inactive = the rest, 99 in 100 with inhibition below about 12%; note: strong numbers were not always called active
influenza NS1A – NS1A inhibition, H1N1 influenza, cell based functional assay (AID 504329) | NS1A functional cell-based assay, percent inhibition; higher % means a stronger effect | one-dose inhibition, % at 12.5 µM; IC50 in µM for titrated hits | 340,000 tested, 0.3% active; in the data active = a potency from the dose series; inconclusive = inhibition above about 27% without an active follow-up result; note: strong numbers were not always called active
Salmonella PhoP GFP – PhoP regulon inhibitors, Salmonella typhi PhoP promoter GFP reporter, confirmatory (AID 1850). 310,000 tested, 0.33% active. Salmonella Typhi PhoP-promoter GFP reporter, fluorescence, 4 h; higher % means a stronger effect. inhibition, % at 50 µM, or IC50 in µM where a hit was titrated; in the data active = a potency from the dose series; inconclusive = inhibition mostly from about 25% at the one dose, without a potency; inactive = the rest, 99 in 100 with inhibition below about 19%;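 note: 0% = induced wells with vehicle and 100% = uninduced wells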
inhibitors of VEEV 10K pilot screen – second read-out of inhibitors of VEEV, no call of its own (marks repeat the call); inhibition, %; measured here: 10K pilot screen inhibition
Starred values were filed as active, the others as inactive; i = inactive; ? = inconclusive; . = no result given; & = joins results of further samples.

SMILES	tuberculosis growth	M. tuberculosis HTS	inhibitors of VEEV	influenza NS1A	Salmonella PhoP GFP	others
CCOCCCNC(=O)Cn1cc2c(n1)CCCC2	-30%	0%	1.0%	0%	13%
Cc1ccc(C(=O)N/C(=C\c2cccnc2)C(=O)N2CCCC2)cc1	0%	-6%	1.4%	2%	4%
CCc1nn(-c2ccccc2)c(N)c1C#N	-2%	2%	0.2%	-5%	-8%
Cc1ccc(NC(=O)C(C)N2C(=O)c3ccccc3C2=O)cc1 (configuration not stated)	-6%	5%	4.0%	-1%	1%
Cc1csc(=N)n1CC(=O)N1CCc2ccccc21	1%	-1%	0.1%	16%	6%
O=C(NCc1ccccc1)c1cccn(Cc2cccc(Cl)c2)c1=O	27%	-3%	0.7%	-13%	-3%
O=C(O)CCC(=O)Nc1ccc(S(=O)(=O)Nc2nccs2)cc1	6%	1%	0.1%	-5%	1%
Oc1ccccc1-c1nc2ccccc2nc1-c1ccccc1	12%	1%	0.7%	8%	-1%
O=[N+]([O-])c1ccc(Nc2ccc3ccccc3c2)nc1	6%	13%	1.9%	7%	-2%
Nc1ncc(Br)cc1Br	1%	0%	1.0%	10%	5%
CC12CCC(C(=O)CC1=O)C2(C)C (configuration not stated)	.	.	i	9%	.
COc1cc(-c2c(-c3ccc4c(c3)OCO4)noc2C)ccc1F	22%	-3%	0.9%	-5%	11%
Cn1nnnc1SCC(=O)NCc1cccs1	0%	-10%	1.5%	8%	-8%
O=C(c1ccccc1)c1ccc(C(=O)O)c(C(=O)O)c1	.	.	i	5%	.
CCOC(=O)c1c(NC(=O)COC(=O)CCNS(=O)(=O)c2ccccc2)sc(C(=O)NC)c1C	.	.	i	-1%	.
O=C(Nc1ccccc1)Nc1ccccc1C(=O)NCC1CC1	-5%	8%	i	-5%	-23%
COc1ccc(CNC(=O)c2ccc3c(c2)NC(=O)C(C)S3)cc1 (configuration not stated)	27%	-5%	1.5%	10%	-9%
CN(C(=O)COC(=O)C1CCN(S(=O)(=O)c2c(Cl)cccc2Cl)CC1)C1CCS(=O)(=O)C1 (configuration not stated)	12%	0%	1.5%	1%	3%
CC(/C=C/C=C/c1ccccc1)=N/NC(=O)c1ccc2c(c1)OCCO2	11%	-3%	i	-3%	2%
CCCC1CCc2c(c3ccccc3[nH]c2=O)O1 (configuration not stated)	10%	9%	0.5%	-3%	0%	inhibitors of VEEV 10K pilot screen=0.5
O=C(NC(C(=O)c1ccccc1)N1CCCCCC1)c1ccco1 (configuration not stated)	31%	10%	0.1%	-4%	-5%
O=C(CCNS(=O)(=O)c1ccc2c(c1)CCC(=O)N2)Nc1ccc(F)c(F)c1	5%	-2%	1.4%	2%	3%
CCOC(=O)c1cccc(NC(=O)/C(=C\c2ccccc2)NC(=O)c2ccccc2Cl)c1	-12%	-7%	0.7%	1%	-5%
CCn1cc(C(=O)NCc2ccco2)c(=O)c2cc(S(=O)(=O)N3CC(C)CC(C)C3)ccc21 (configuration not stated)	4%	-2%	i	2%	-7%
CN(C)c1nc(OCc2ccccc2)c2ncc(=O)[nH]c2n1	32%	-2%	i	-3%	4%

Of the compounds above, 6 contain a halogen:
SMILES	tuberculosis growth	M. tuberculosis HTS	inhibitors of VEEV	influenza NS1A	Salmonella PhoP GFP	others
O=C(NCc1ccccc1)c1cccn(Cc2cccc(Cl)c2)c1=O	27%	-3%	0.7%	-13%	-3%
Nc1ncc(Br)cc1Br	1%	0%	1.0%	10%	5%
COc1cc(-c2c(-c3ccc4c(c3)OCO4)noc2C)ccc1F	22%	-3%	0.9%	-5%	11%
CN(C(=O)COC(=O)C1CCN(S(=O)(=O)c2c(Cl)cccc2Cl)CC1)C1CCS(=O)(=O)C1 (configuration not stated)	12%	0%	1.5%	1%	3%
O=C(CCNS(=O)(=O)c1ccc2c(c1)CCC(=O)N2)Nc1ccc(F)c(F)c1	5%	-2%	1.4%	2%	3%
CCOC(=O)c1cccc(NC(=O)/C(=C\c2ccccc2)NC(=O)c2ccccc2Cl)c1	-12%	-7%	0.7%	1%	-5%

The results go on:
SMILES	tuberculosis growth	M. tuberculosis HTS	inhibitors of VEEV	influenza NS1A	Salmonella PhoP GFP	others
N#Cc1cn(CC(=O)N2CCc3ccccc3C2)c2ccccc12	17%	-9%	2.9%	-6%	-2%
CCC(COC)NC(=O)c1ccc(OC)c(OC2CCN(C(C)=O)CC2)c1 (configuration not stated)	-21%	6%	0.5%	-11%	-5%
c1ccc2c(c1)nnn1c3ccccc3nc21	70%	-2%	.	.	-15%
Cc1cc(=O)[nH]c(SCC(=O)Nc2nc(-c3ccccc3)c(-c3ccccc3)o2)n1	11%	14%	0.6%	0%	-9%
O=C1OCC(c2ccccc2)=C1c1ccccc1	-11%	0%	0.1%	1%	4%
COC(=O)c1ccc(S(=O)(=O)NCc2ccc(S(N)(=O)=O)cc2)o1	12%	9%	0.1%	10%	2%
CCCCn1nnc(NC(=O)c2ccc([N+](=O)[O-])cc2Cl)n1	5%	3%	i	-2%	5%
O=C(CSc1ccc([N+](=O)[O-])cn1)Nc1ccc2c(c1)OCCO2	?	?	3.3%	9%	-1%
CCc1sc(NC(C)=O)nc1-c1ccccc1	18%	4%	i	2%	-10%
COc1cc(Cc2nccc3cc(OC)c(OC)cc23)c(S(=O)(=O)O)cc1OC	-11%	4%	i	3%	-7%
Oc1ccc(N=Cc2ccc(OCc3ccccc3)cc2)cc1	71%	-2%	2.0%	-1%	-4%
COC(=O)CCCNC(=O)c1ccc2[nH]c(C)c(C)c2c1	-1%	6%	0.6%	-7%	-20%
C=CCn1c(O)c(CN2CCN(Cc3ccccc3)CC2)c(C)c(C#N)c1=O	10%	-10%	1.9%	8%	4%
CCC1CCC(C(=O)NNC(=O)OC)CC1 (configuration not stated)	-6%	-7%	0.2%	0%	3%
Cn1c(N2CCN(S(=O)(=O)c3ccc(Cl)cc3)CC2)nc2ccccc21	7%	8%	1.1%	8%	-5%
CCc1ccc(-c2cc3c(=O)n(CC(=O)NCCCN4CCC(Cc5ccccc5)CC4)nc(C)n3n2)cc1	?	?	i	2%	-8%
O=C(C[C@@H]1C/C=C\C[C@H](NC(=O)OCC2c3ccccc3-c3ccccc32)C(=O)OC[C@H]2CCCN2C1=O)N[C@@H](CO)Cc1ccccc1	77%	16µM*	2.6%	-15%	.
COC(=O)C1(C)CCc2cc(OC)ccc2C1=O (configuration not stated)	12%	-1%	0.7%	-13%	-2%
CCOc1ccccc1OCC(=O)Nc1cc(S(=O)(=O)N2CCCCC2)ccc1N1CCN(CC)CC1	14%	4%	6.8%	1%	7%
CC1Cc2ccccc2N1C(=O)CSc1nnc(NC(=O)Cc2cccs2)s1 (configuration not stated)	-1%	-5%	.	.	-5%
COc1cccc(C(c2nnnn2C(C)(C)C)N2CCN(C3CCCCC3)CC2)c1OC (configuration not stated)	.	.	i	1%	.
CC(C)(C)OC(=O)C[C@H]1C/C=C\C[C@@H](CC(=O)N(CCO)Cc2ccccc2)C(=O)N[C@H](Cc2ccccc2)COC1=O	48%	1%	0.2%	6%	.
Cc1ccnc(NC(=O)CNC(=O)COc2ccccc2)c1	-10%	-5%	3.0%	3%	2%
CC(=O)Nc1c(C)cc(OCC(=O)O)cc1C	-16%	0%	0.5%	-19%	0%
COc1ccccc1N(C)S(=O)(=O)c1ccc(C(=O)N(C)Cc2ccc(OC(F)F)cc2)cc1	.	.	6.4%	-1%	.
(further entries)
SMILES	tuberculosis growth	M. tuberculosis HTS	inhibitors of VEEV	influenza NS1A	Salmonella PhoP GFP	others
CCC(C(=O)NCc1ccc(F)cc1)N(CCc1ccccc1)C(=O)c1snc(C(N)=O)c1N (configuration not stated)	23%	-1%	6.0%	4%	5%
Cc1c(C(C)NC(=O)Nc2ccc(F)cc2F)cnn1C (configuration not stated)	7%	7%	1.4%	3%	-2%
CCN(CC)S(=O)(=O)c1cc(NC(=O)CCc2c(C)noc2C)ccc1C	3%	0%	1.8%	7%	.
COc1cccc(C(=O)N[C@@H](C)C(=O)N2CCC3(CC2)NCCc2[nH]cnc23)c1	11%	0%	0.5%	6%	1%
O=C(NC1CCCC1)c1ccc2nc[nH]c2c1	-6%	-1%	1.5%	0%	11%
CCOc1cc(S(=O)(=O)Nc2ncn[nH]2)ccc1Br	6%	-3%	1.4%	-5%	-6%
O=C(CCNC(=O)c1ccc([N+](=O)[O-])cc1)NCc1cccs1	.	0%	i	2%	.
CCSc1nc2ccc(N3C(=O)C4C5C=CC(C5)C4C3=O)cc2s1 (configuration not stated)	61%	9%	0.2%	-4%	3%
CCn1cc(CN2CCC(C(=O)Nc3cccc(-c4cccc(OC)c4)c3)CC2)c(C)n1	-9%	-3%	0.0%	-8%	-11%
COc1ccccc1C(=O)NC(CCSC)C(=O)NNC(=O)c1ccc(F)cc1 (configuration not stated)	-4%	8%	3.7%	0%	-9%
COCCCn1c(=O)c2sccc2n2c(CCCC(=O)NCc3ccccc3)nnc12	-3%	-1%	2.7%	-1%	4%
N#C/C(=C\c1ccc(N2CCCCC2)o1)C(N)=O	13%	?	6.6%	-4%	-11%
CN1C(=O)N(C)C(=O)C(CCc2ccccn2)(CCc2ccccn2)C1=O	-10%	0%	0.6%	-2%	10%
Cc1ccccc1CSCCNC(=O)CCSc1ccccc1	30%	-4%	i	1%	-8%
CCCc1cc(=O)oc2cc(C)cc(OCC(=O)N[C@@H](CSCc3ccccc3)C(=O)O)c12	4%	2%	1.7%	-5%	-1%
CC(C)Oc1ccc(N2CC(C(=O)Nc3ccc(N4CCOCC4)cc3)CC2=O)cc1 (configuration not stated)	3%	-8%	i	-4%	-2%
COCCCn1c(C(C)C)nc2oc3cc(OC)ccc3c(=O)c2c1=O	-4%	4%	2.5%	-11%	10%
CC(C)c1ccc(S(=O)(=O)/N=C2/C=C(Sc3ncn[nH]3)C(=O)c3ccccc32)cc1	?	9%	i	3%	?
O=C(c1n[nH]c2ccccc12)N1CCN(S(=O)(=O)c2ccc3ccccc3c2)CC1	-2%	-11%	0.3%	1%	-6%
c1ccc(-c2nnc(-c3c[nH]c4ccccc34)nc2-c2ccccc2)cc1	14%	8%	3.2%	1%	25%
CC(C)[N+]1(C)[C@@H]2CC[C@H]1CC(OC(=O)C(CO)c1ccccc1)C2 (some centres not stated)	-14%&-1%&-9%	-5%&1%&-5%	0.4%	-1%&2%&-5%	-2%&16%&-11%
Cc1ccc(NC(=O)c2ccc(S(=O)(=O)N3CC(C)CC(C)C3)cc2)cc1S(=O)(=O)N1CCOCC1 (configuration not stated)	.	.	5.0%	-2%	.
O=C(COc1ccc(F)cc1F)NNC(=O)Nc1cccc([N+](=O)[O-])c1	-3%	12%	1.1%	-18%	-5%
O=C(c1ccncc1)c1ccc(N2CCN(C3CC(=O)N(Cc4ccccc4)C3=O)CC2)cc1 (configuration not stated)	?	27%	9.6%	-3%	8%
Cc1ccc(-c2nc(CN(C)C3CCOC3)c(C)o2)s1 (configuration not stated)	-5%	4%	i	1%	-12%
Following part.
SMILES	tuberculosis growth	M. tuberculosis HTS	inhibitors of VEEV	influenza NS1A	Salmonella PhoP GFP	others
Cc1ccc(NC(=O)CN(C)C(=O)c2cccc(-n3cccc3)c2)cc1	.	.	2.4%	-2%	.
O=C(CN1C(=O)NC2(CCCCCCC2)C1=O)NC(=O)NCc1ccco1	21%	1%	1.7%	0%	-15%
Cc1cc(S(=O)(=O)N2CCOCC2)ccc1OCC(=O)N1CCCCC1	-11%	-3%	0.0%	1%	-4%
CCCN(Cc1nc2cc(Cl)ccc2c(=O)[nH]1)C(=O)c1ccc(S(=O)(=O)N2CCCC2)cc1	72%	5%	6.0%	-6%	.
Cn1c(=O)c2ccccc2n(Cc2cccc(F)c2)c1=O	23%	1%	i	5%	-4%
O=C(C1CCN(S(=O)(=O)c2cccnc2)CC1)N1CCCCC1	-9%	-16%	i	-7%	-16%
CCc1nnc(NC(=O)C(c2ccccc2)c2ccccc2)s1	-3%	2%	7.6%	5%	-2%
Cc1cc(C)cc(N(CC(=O)NC(C)(C)C)C(=O)CCC(=O)Nc2nccs2)c1	1%	-1%	7.0%	2%	3%
CCn1c(Cc2ccc(OC)cc2)nnc1SCC(=O)Nc1ccc(N2CCOCC2)cc1	6%	-4%	1.0%	8%	9%
COc1ccccc1NC(=S)N(Cc1ccco1)Cc1cc2ccc(C)c(C)c2[nH]c1=O	41%	-9%	8.9%	25%	-7%
NC1=NC2(CCCCC2)N(c2ccc(F)cc2F)C(N)=N1	-17%	-8%	0.2%	12%	2%

Two records picked at random from those above:
SMILES	tuberculosis growth	M. tuberculosis HTS	inhibitors of VEEV	influenza NS1A	Salmonella PhoP GFP	others
Cc1cc(S(=O)(=O)N2CCOCC2)ccc1OCC(=O)N1CCCCC1	-11%	-3%	0.0%	1%	-4%
Cn1c(=O)c2ccccc2n(Cc2cccc(F)c2)c1=O	23%	1%	i	5%	-4%
